Bioassay records as filed in PubChem.
OXTR ag: human OXTR agonists, primary screen, fluorescence, CHO-OTR cells, Fluo-8 calcium. Oxytocin receptor (Homo sapiens), P30559. Fluo-8 calcium fluorescence; normalized: DMSO 0%, oxytocin 100%. activation, % at 3 µM. actives 0.32% (n = 320,000);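 active = activation above the mean of all tested compounds plus 3 SD, cutoff set per screening run, cut at about 20% in these data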;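 also: peak over basal fluorescence ratio from a 100 s FLIPR kinetic read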
MEKK2wt PB1 HTS: modulators of MEK5 binding to wildtype MEKK2, primary screen, biochemical, multiplex bead flow cytometry, Alexa488-MEK5. Mitogen-activated protein kinase kinase kinase 2 (Homo sapiens), Q9Y2U5. Alexa488-MEK5 binding to MEKK2 WT; actives lie on both sides. binding response (% of control), % at 10 µM. actives 1.1% (n = 290,000). AID 1531, 2009; in the data active = binding response below about 67% or above about 130%
V1aR counter: agonists of human V1a receptor, primary screen, counter-screen for OXTR agonist project, fluorescence, CHO-V1R cells. Vasopressin V1a receptor (Homo sapiens), P37288. AID 2797, 2010. Fluo-8 calcium fluorescence, agonist mode; 0% DMSO, 100% 3 nM vasopressin. activation, % at 3 µM. actives 0.25% (n = 320,000);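 active = activation above the mean activation of all tested compounds plus 3 SD, per screening run, cut at about 20% in these data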;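 also: signal is peak over basal fluorescence ratio across a 100 second FLIPR read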
Target sequence (P37288 whole entry, looked up): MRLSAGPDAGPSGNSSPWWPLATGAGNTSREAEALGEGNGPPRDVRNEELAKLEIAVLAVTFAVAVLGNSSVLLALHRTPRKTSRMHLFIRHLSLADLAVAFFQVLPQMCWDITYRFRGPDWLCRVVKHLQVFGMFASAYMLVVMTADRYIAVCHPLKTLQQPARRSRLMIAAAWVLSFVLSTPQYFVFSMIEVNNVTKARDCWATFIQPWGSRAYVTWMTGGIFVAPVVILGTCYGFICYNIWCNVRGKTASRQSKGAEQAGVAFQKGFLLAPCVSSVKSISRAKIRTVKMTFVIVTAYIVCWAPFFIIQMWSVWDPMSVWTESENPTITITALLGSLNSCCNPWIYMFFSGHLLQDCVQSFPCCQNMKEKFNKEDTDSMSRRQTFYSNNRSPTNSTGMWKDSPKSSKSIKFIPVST
GalR3 antagonist: GalR3 antagonists in HEK293 cells, primary screen, cell-based, fluorescence readout; Galanin receptor type 3 (Homo sapiens), O60755; inhibition, % at 3 µM; HEK293 GalR3-CNG cAMP membrane potential fluorescence; galR3 body fused to GalR1 C-terminus; actives 0.44% (n = 360,000);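 active = inhibition above the screen-wide average plus 3 SD, cut at about 13% in these data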;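 also: forskolin and galanin both at EC90 stimulate the cells; cAMP rise reported by CNG channel membrane potential dye signal; 0% = forskolin plus galanin with DMSO and 100% = forskolin alone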
Target sequence (O60755 1-299 limits assumed): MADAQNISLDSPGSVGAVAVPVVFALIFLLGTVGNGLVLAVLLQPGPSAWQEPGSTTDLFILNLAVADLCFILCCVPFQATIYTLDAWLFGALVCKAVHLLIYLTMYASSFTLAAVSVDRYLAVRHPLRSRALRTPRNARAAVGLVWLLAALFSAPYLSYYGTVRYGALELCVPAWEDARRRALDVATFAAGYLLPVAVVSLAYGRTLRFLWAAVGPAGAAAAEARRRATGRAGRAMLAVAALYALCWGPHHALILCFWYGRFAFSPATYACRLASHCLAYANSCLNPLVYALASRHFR
GPR7 antagonist: GPR7 receptor antagonists, primary screen, cell-based, fluorescence, single concentration; Neuropeptides B/W receptor type 1 (Homo sapiens), P48145; GPR7-expressing cells, fluorescence antagonist assay; inhibition, % at 4.4 µM; actives 1.1% (n = 290,000); in the data active = inhibition above about 16%, passing the limit was not always enough;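 also: cells stimulated with the agonist NPW; 0% = agonist with vehicle and 100% = vehicle without agonist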
Target sequence (P48145 whole entry, looked up): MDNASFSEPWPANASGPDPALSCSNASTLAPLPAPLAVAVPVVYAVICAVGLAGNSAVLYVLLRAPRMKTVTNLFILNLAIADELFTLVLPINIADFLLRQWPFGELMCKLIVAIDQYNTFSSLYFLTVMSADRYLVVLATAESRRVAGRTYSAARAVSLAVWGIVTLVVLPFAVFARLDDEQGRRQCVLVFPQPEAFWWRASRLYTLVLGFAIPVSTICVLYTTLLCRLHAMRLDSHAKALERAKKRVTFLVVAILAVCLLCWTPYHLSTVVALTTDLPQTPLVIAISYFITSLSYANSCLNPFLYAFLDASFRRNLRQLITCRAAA
M18AAP inhibitor: PfM18AAP inhibitors, malaria aminopeptidase, primary screen, biochemical, QFRET, recombinant enzyme. M18 aspartyl aminopeptidase (Plasmodium falciparum 3D7). H-Glu-NHMec fluorogenic cleavage. inhibition, % at 7.35 µM. actives 1.2% (n = 290,000). AID 1822, 2009;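 active = inhibition above the campaign mean inhibition over all tested compounds plus 3 SD, cut at about 28% in these data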;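 also: 0% = plate median of test compound wells and 100% = 2 mM ZnCl2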
OXTR potentiate: human OXTR potentiators, primary screen, fluorescence, CHO-OTR cells, Fluo-8 calcium; Oxytocin receptor (Homo sapiens), P30559; activation, % at 3 µM; AID 2445, 2010; actives 0.061% (n = 320,000); Fluo-8 calcium fluorescence, potentiator mode; 0% = oxytocin EC15, 100% = EC100;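 active = activation above that plate's cutoff, the mean activation of tested compounds plus 3 SD, cut at about 6.6% in these data, passing the limit was not always enough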;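 also: 100% uses oxytocin at 75 nM as the full agonist control; some results filed as inactive read as strong as hits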
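Material: CHO-OTR cells, human receptor; compound dosing: single dose, 3.0 µM nominal final compound concentration; schedule: 6 min compound pre-incubation at room temperature, 100 s kinetic read; measured by: kinetic Fluo-8 calcium fluorescence; read-out basis: % activation vs EC15 and EC100 oxytocin; controls: EC15 oxytocin alone as 0%, 75 nM oxytocin as 100%; replicates: singlicate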
NALP1 inh: NALP1 inflammasome inhibitors in reconstituted yeast, colorimetric, S. cerevisiae, triplicate retest; AID 2071, 2009; S. cerevisiae NALP1/ASC/caspase-1 growth, X-gal OD620, 72 h; actives 0.61% (n = 280,000); inhibition, % at 10 µM; in the data active = inhibition mostly above about 24%, no sharp cut-off; inactive = mostly below about 32%; also: some compounds called inactive have numbers as strong as hits
MEKK2 mut-MEK5: MEK5 binding signal on mutant MEKK2 PB1, primary screen, biochemical, multiplex bead flow cytometry, Alexa488-MEK5. Alexa488-MEK5 binding to MEKK2 mutant. percent response, % at 10 µM. actives 0.35% (n = 290,000); in the data active = percent response above about 24%, passing the limit was not always enough; also: inactives centre near 1; some results filed as inactive read as strong as hits
Numbers without * were called inactive; . = no result given.

SMILES | OXTR ag | MEKK2wt PB1 HTS | V1aR counter | GalR3 antagonist | GPR7 antagonist | M18AAP inhibitor | OXTR potentiate | NALP1 inh | MEKK2 mut-MEK5
CCN(CC(=O)Nc1ccc(NC(C)=O)cc1)C(=O)CSCC(=O)Nc1ccc(C)cc1 | 0.3 | . | 0.1 | -4 | . | . | -4 | . | .
CCOc1ccccc1NC(=O)Cn1c(=O)n(CCC(=O)NC2CCCC2)c(=O)c2ccccc21 | 0.8 | 113 | 0.9 | . | -10 | -6 | -2 | -7 | 13
O=C(CCn1cnc2ncccc2c1=O)N1CCN(c2cccc(Cl)c2)CC1 | -0.8 | 96 | 0.1 | -2 | -18 | -2 | 0 | -1 | 5
CSc1c(-c2ccccn2)c(N)nn1C(=O)C1CC1 | -2.0 | 96 | -1.3 | -6 | 7 | -1 | -2 | -6 | -6
CN(CCc1ccccc1)C1CCCN(C(=O)Cn2cccn2)C1 (configuration not stated) | 0.8 | 103 | 0.3 | -8 | -11 | 1 | -2 | 12 | 2
CCN(CC)c1ccc(NS(=O)(=O)c2ccc(OC)cc2)cc1 | 2.7 | 114 | 7.0 | -8 | -11 | 32* | -15 | 17 | 1
COc1cccc2cc(C(=O)NC(C)c3ccccc3)c(=O)oc12 (configuration not stated) | -0.2 | 102 | 0.0 | -12 | -9 | -13 | -11 | -2 | -1
O=C1/C(=C/c2ccccc2Cl)SC(=S)N1CCC(=O)N1CCCCC1CCO (configuration not stated) | -1.1 | 96 | 4.2 | 1 | 13 | 12 | -10 | 16 | -3
Cc1cc(Cl)cc(C)c1OCCCCn1ccnc1 | 1.6 | 120 | 1.1 | -8 | 9 | -1 | -6 | 12 | 14
O=S1(=O)[C@H]2C[C@@H]3CC[C@]2(CN1Cc1cccc(F)c1)O3 | 0.6 | 95 | 0.4 | 0 | . | . | -2 | 12 | -7
O=C(COC(=O)[C@H](Cc1ccccc1)NC(=O)c1ccco1)Nc1ccccc1OC(F)F | 4.9 | . | 2.6 | 1 | . | . | -3 | . | .
COc1cccc(CNC(=O)CCCSc2ccccc2)c1 | -0.9 | 99 | -1.0 | -6 | 12 | 4 | -5 | -11 | -6
Cc1ccc(Nc2nc(N)nc(CN3CCN(Cc4ccc5c(c4)OCO5)CC3)n2)c(C)c1 | -0.5 | 99 | -0.5 | 5 | -13 | 1 | -18 | -6 | 0
CC(C)(C)c1ccc(C(=O)Nc2ccc(CC(=O)O)cc2)o1 | -0.5 | 98 | 0.8 | -6 | 1 | 3 | 0 | -24 | -3
COc1ccc(S(=O)(=O)NC2CC(C)(C)NC(C)(C)C2)c2ccccc12 | 0.0 | 102 | 0.6 | -2 | 3 | 7 | -1 | 7 | 3
CCc1ccc2[nH]c(=O)c(-c3ccccc3)c(O)c2c1 | -2.3 | 105 | -0.7 | 0 | -17 | -1 | -10 | 11 | 2
COc1ccc(C(=O)Nn2c(CC(C)C)nc3cc(OC)c(OC)cc3c2=O)c(OC)c1 | -1.4 | 104 | -0.7 | -9 | -18 | 0 | -5 | 3 | 13
Cc1ccc(S(=O)(=O)NCC(=O)OCc2cc(=O)oc3cc(C)ccc23)cc1 | 4.9 | . | 5.0 | 0 | . | . | -7 | . | .
Cc1nc2c(sc3nc4c(cc32)COC(C)(C)C4)c(=O)n1CC(=O)NCc1ccco1 | -0.1 | 94 | 0.2 | . | -1 | -2 | -4 | . | 8
Cc1ccc(C2(C(F)(F)F)NC(=O)N3N=C4CCCCCN4C3=C2C#N)cc1 (configuration not stated) | -0.7 | 100 | 0.9 | -5 | -10 | -10 | -9 | -16 | -2
O=C(CN(c1cccc(C(F)(F)F)c1)S(=O)(=O)c1ccccc1)N1CCOCC1 | -0.7 | 103 | -0.1 | 5 | -5 | 1 | -17 | -14 | -1
COc1ccc(CNCc2cn(-c3cccc(F)c3)nc2-c2ccc(C)o2)cc1 | 1.5 | 168* | -0.2 | -2 | 0 | 13 | -7 | -1 | 26
Nc1nc(NCc2ccccc2)n(-c2ccccc2)n1 | 0.8 | 107 | 0.0 | -11 | -8 | -1 | -4 | 14 | 11
CC(=O)OCCN1C(=O)c2ccc(-c3nc4ccccc4c(=O)o3)cc2C1=O | -0.6 | . | -0.2 | -2 | . | . | 0 | . | .
Cc1ccc(N(C)S(=O)(=O)c2c(C)noc2/C=C/N(C)C)cc1 | 0.2 | 96 | 1.3 | -9 | 6 | -1 | -6 | 9 | 1

Three compounds already listed, ordered by SMILES length, rising.
SMILES | OXTR ag | MEKK2wt PB1 HTS | V1aR counter | GalR3 antagonist | GPR7 antagonist | M18AAP inhibitor | OXTR potentiate | NALP1 inh | MEKK2 mut-MEK5
CSc1c(-c2ccccn2)c(N)nn1C(=O)C1CC1 | -2.0 | 96 | -1.3 | -6 | 7 | -1 | -2 | -6 | -6
COc1ccc(CNCc2cn(-c3cccc(F)c3)nc2-c2ccc(C)o2)cc1 | 1.5 | 168* | -0.2 | -2 | 0 | 13 | -7 | -1 | 26
Cc1ccc(S(=O)(=O)NCC(=O)OCc2cc(=O)oc3cc(C)ccc23)cc1 | 4.9 | . | 5.0 | 0 | . | . | -7 | . | .

Additional results:
SMILES | OXTR ag | MEKK2wt PB1 HTS | V1aR counter | GalR3 antagonist | GPR7 antagonist | M18AAP inhibitor | OXTR potentiate | NALP1 inh | MEKK2 mut-MEK5
O=C(NCCc1ccccc1)C1CCCN(C(=O)Nc2ccc(F)cc2)C1 (configuration not stated) | 0.9 | 97 | 0.3 | -9 | -2 | -2 | 2 | 11 | -4
COC(=O)CNC(=O)COC(=O)c1ccc(Cl)nc1 | 1.0 | 100 | 1.2 | -3 | 3 | -6 | 6 | 12 | 0
CCc1ccc(/C=C/c2c([N+](=O)[O-])c(=O)n(C)c(=O)n2C)cc1 | -2.0 | 111 | 0.0 | -3 | -6 | 2 | -12 | -5 | 14
CC(C)CCN1CCN(Cc2ccsc2)CC1CCO (configuration not stated) | 3.4 | 102 | 0.2 | -6 | -4 | 5 | -22 | 14 | 0
O=C(COc1ccc(F)cc1)N1CCC(c2ccccc2)C1 (configuration not stated) | -1.3 | 101 | 2.4 | -6 | -10 | 2 | -10 | 4 | 4
COc1ccc(N(C(=O)Cn2nnc3ccccc32)C(C(=O)NC(C)(C)C)c2ccc(OC)c(O)c2)cc1 (configuration not stated) | 0.2 | 86 | -0.7 | -3 | 0 | 13 | -5 | 13 | -11
CCNC(=O)Cn1c(=O)c2c(ncn2Cc2ccccc2)n(Cc2ccccc2)c1=O | -0.1 | 89 | -0.7 | -3 | -3 | -6 | -7 | 0 | -8
COc1cc(N2C(=O)NC3CC2(C)Oc2ccccc23)cc(OC)c1OC (configuration not stated) | 0.9 | 104 | -0.7 | 9 | -8 | 8 | -8 | 20 | 8
O=C(C1CCC(CNc2c(N3CCCCC3)c(=O)c2=O)CC1)N1CCc2ccccc2C1 (configuration not stated) | . | 105 | . | 1 | 2 | 5 | . | . | 5
O=C(N/N=C/c1ccc(OC(=O)c2cccc(Br)c2)cc1)c1cccnc1 | 1.1 | 100 | 6.5 | -5 | -2 | 11 | -12 | -6 | -3
CCCc1cc(=O)oc2cc3occ(C)c3cc12 | -2.7 | 99 | -1.1 | -4 | -11 | 4 | -11 | 6 | 0
CCCCn1c(N)c(N(CCC(C)C)C(=O)COC(=O)c2cccnc2Cl)c(=O)[nH]c1=O | -0.1 | . | 0.6 | 0 | . | . | -8 | . | .
Cc1csc(NC(=O)C2C3C=CC(O3)C2C(=O)O)n1 (configuration not stated) | 0.1 | 106 | 0.0 | -1 | -2 | 3 | -9 | 20 | 2
O=C1Nc2ccccc2CCc2ccccc21 | 0.7 | . | 0.5 | -2 | . | . | 5 | . | .
CCCn1c(C2CCCN2c2nc(C)cs2)nc2cc(Cl)c(Cl)cc21 (configuration not stated) | -2.0 | 101 | -1.3 | -6 | 3 | 13 | 5 | -10 | 1
Cn1/c(=N/N=C/c2ccc(Cl)c([N+](=O)[O-])c2)sc2ccccc21 | 0.1 | . | 0.8 | -3 | 5 | 0 | -2 | 15 | .
O=C(NCc1ccccn1)c1n[nH]c2ccccc12 | 1.4 | 97 | 1.9 | -2 | -4 | 37* | -3 | 17 | 1
Cc1sc2ncn(CC(=O)NCC3COc4ccccc4O3)c(=O)c2c1S(=O)(=O)N1CCOCC1 (configuration not stated) | 0.1 | 101 | 0.7 | 2 | 4 | -2 | -2 | 6 | 1
COc1ccccc1C(=O)N/N=C(\C)CC(=O)Nc1ccccc1NC(C)=O | -1.1 | 108 | -0.5 | 0 | -12 | 13 | 5 | 7 | 4
CCOCCCN(C(=O)Cn1nnc(-c2ccc(C)o2)n1)C(C(=O)NCC1CCCO1)c1ccc(F)cc1 (configuration not stated) | -0.5 | 97 | -0.3 | 0 | 1 | 1 | 2 | . | -11
COc1cc(C(=O)NC(C)CCc2ccccc2)cc(OC)c1OC (configuration not stated) | -2.6 | 109 | -1.0 | -7 | -15 | -8 | 1 | 16 | 8
CCOc1ccc(CCNC(=O)COC(=O)c2cccnc2OCC)cc1OCC | -1.1 | 104 | -0.3 | 1 | -4 | 11 | -2 | . | 5
C/C(=N\NC(N)=S)c1ccccc1 | -0.2 | 95 | -1.1 | -8 | -12 | -1 | 1 | 11 | -25
COC(=O)c1c(-c2ccc(F)cc2)csc1NC(=O)C1CCCO1 (configuration not stated) | -1.9 | 98 | -1.3 | -1 | -9 | -1 | -6 | 14 | -3
COC(=O)c1sccc1NC(=S)Nc1cc(OC)ccc1OC | 0.6 | 104 | 1.9 | -5 | -4 | 11 | -1 | -3 | 4
Going on with the list:
SMILES | OXTR ag | MEKK2wt PB1 HTS | V1aR counter | GalR3 antagonist | GPR7 antagonist | M18AAP inhibitor | OXTR potentiate | NALP1 inh | MEKK2 mut-MEK5
Cc1nc2ccccc2cc1OCc1ccc(Cl)cc1 | 10 | 101 | 5.0 | 94* | 14 | 1 | -8 | 34 | -2
O=C(CC1Nc2ccccc2NC1=O)NCCCN1CCCCCC1 (configuration not stated) | 0.4 | . | 1.2 | -1 | -1 | -6 | -5 | 10 | .
Cc1cccc(Nc2nc(N)nc(CN3CCC(C(N)=O)CC3)n2)c1C | 0.6 | 104 | 0.9 | 0 | -12 | 4 | -10 | 13 | 3
CCOc1ccc(/C=N/NC(=O)c2ccccc2NC(=O)c2ccc(OC)cc2)cc1 | -0.5 | 108 | 0.5 | -3 | -2 | -12 | -8 | 7 | 0
O=S(=O)(Cc1ccccc1)N1CCCCC1 | -1.1 | . | -0.5 | -4 | -6 | -22 | -8 | 20 | .
c1coc(CNc2ncnc3c2oc2ccccc23)c1 | 9.6 | 101 | 6.4 | -3 | -6 | -4 | -10 | 0 | 3
Fc1ccc(C(Nc2ccccn2)c2c[nH]c3ccccc23)cc1 (configuration not stated) | 2.7 | 94 | 1.8 | 2 | -6 | 0 | -5 | 10 | -2
